USP2a inh: blocks human ubiquitin-specific protease USP2a | O75604 | USP2a enzymatic assay, qHTS inhibition | Potency, µM (highest dose often 38.3 µM), for inactives: at the highest dose activity change, negative = inhibition, actives largely listed as inhibitors | 60,000 tested, 0.1% active;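 also: potency is read from the fitted curve at half-maximal effect; nearly all actives have a fitted effect of over 60% in size; plate controls were DMSO for no effect and NEM full inhibition control for full effect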
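Coupled readout: USP2-cleaved Ub-PLA2 (20nM final) turns over NBD C6-HPC (20uM final), Ex 460nm/Em 535nm after 2.5 h, time-zero read flagging artifacts. Enzyme (20nM final, pH 8.0 Tris) given 30 min RT with compound first; NEM defines full inhibition.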
Rhodamine autofl: compound autofluorescence in rhodamine spectral region. Rhodamine-region fluorescence, 547/598 nm, Tris buffer; stronger effect = higher value. max dye-equivalent concentration, M. 59,000 tested, 0.05% active. AID 594; in the data active = max dye-equivalent concentration above about 11 nM; inconclusive = between about 1.1 nM and that limit
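A six-point rhodamine series on each plate calibrates the signal. Compounds sit in 100 mM Tris (pH 8.0) for 15 min at ambient temperature before imaging through 547 nm/598 nm filters.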
Caspase-1 inhib: caspase-1 (human) inhibition, allosteric or competitive; P29466; Caspase-1 enzyme, Ac-WEHD-AFC fluorogenic rate; Potency, µM (doses to about 57.5 µM), for the others: top-dose activity change, negative = inhibition, hits mostly inhibitors; 75,000 tested, 0.03% active; AID 900;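 also: potency is read from the fitted curve at half-maximal effect; plate controls were vehicle for no effect and no substrate for full effect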
BRCT inh red: disrupts BRCA1 BRCT binding to phosphoprotein, red fluorophore readout | P38398 | BRCT-phosphopeptide binding, red fluorescence polarization | Potency, µM (series often up to 76.9 µM), inactives show at the highest dose activity change, negative = inhibition, actives largely listed as inhibitors | 75,000 tested, 0.03% active; also: % is scaled to controls: 0 for no effect and ±100 for the full control effect
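Rhodamine-labelled pBACH1 10-mer (100 nM) bound to BRCT domain (100 nM) at pH 7.3; compounds incubated 12 min room temperature, polarization read. Free peptide defines full inhibition; unlabelled decapeptide titrated as control.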
HEK293 cAMP ctrl: counter-screen for TSHR agonists: cAMP increase in parental HEK293; parental HEK293 CNG cAMP sensor, membrane potential fluorescence; Potency, µM (highest dose often 57.1 µM), for the others: at the highest dose activation, most hits filed as activators; 73,000 tested, 2.5% active; AID 938; also: potency is read from the fitted curve at half-maximal effect; % of control where 0% means no effect; nearly all actives have a fitted effect of over 55% in size
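Parental HEK 293 cells stably expressing a modified CNG channel (no TSHR) report cAMP rise as membrane depolarization. Membrane potential dye with 100 uM RO 20-1724 was loaded for 60 min at room temperature, then compound added for 30 min; fluorescence read at 590 nm.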
15-hLO inh: 15-hLO (ALOX15) enzyme inhibition; P16050; purified 15hLO-1, xylenol orange hydroperoxide absorbance; Potency, µM (titrated, usually from 57.1 µM), without a hit: at the top dose activity change, negative = inhibition, usual class: inhibitors; 74,000 tested, 1.4% active; AID 887; also: potency is read from the fitted curve at half-maximal effect; % is scaled to controls: 0 for no effect and ±100 for the full control effect; nearly all actives have a fitted effect of over 55% in size
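Compounds were preincubated 15 min at room temperature with 40 nM purified human enzyme (25 mM Hepes pH 7.5, 0.01% Triton X-100); 50 uM arachidonic acid reacted 6 min. Fe-xylenol orange detection, 30 min, absorbance ratio 573/405 nm.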
BRCT PPI green: blocks human BRCA1 BRCT binding to phosphopeptide, green readout; P38398; BRCA1 BRCT-phosphopeptide binding, green fluorescence polarization; Potency, µM (titrated, usually from 76.9 µM), without a hit: at the highest dose activity change, negative = inhibition, most hits filed as inhibitors; 75,000 tested, 0.05% active; AID 875;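 also: potency is read from the fitted curve at half-maximal effect; plate controls were peptide without protein for full effect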
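Compounds were incubated for 12 min at room temperature with a complex of 100 nM fluorescein-tagged pBACH1 decapeptide and 250 nM His-tagged BRCT protein. Buffer was phosphate pH 7.3 with EDTA, DTT and Tween 20. Disruption of binding lowers the polarization signal.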
Tau filament bind: tau filament binding. P10636. recombinant tau filaments, thioflavin S fluorescence, 15 h; filaments grown with octadecylsulfate alongside compound. Potency, µM (series often up to 57.1 µM), for the others: top-dose activity change, negative = inhibition. 71,000 tested, 2% active. AID 596;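 also: potency is read from the fitted curve at half-maximal effect; % is scaled to controls: 0 for no effect and ±100 for the full control effect; actives lower thioflavin S fluorescence by blocking filaments or displacing dye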
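Recombinant tau protein (human, 1 uM final) plus 30 uM ODS in HEPES pH 7.4 with NaCl, DTT and thioflavine S. Compound present from the start; fluorescence at 510 nm after 15 h, 37 C.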
HADH2 inh: HADH2 (human) dehydrogenase inhibition | Q99714 | recombinant HADH2, NADH fluorescence, beta-hydroxybutyryl-CoA | Potency, µM (top dose mostly 57.1 µM), for the others: at the top dose activity change, negative = inhibition, usual class: inhibitors | 73,000 tested, 3.4% active | AID 886; also: potency is read from the fitted curve at half-maximal effect; % is scaled to controls: 0 for no effect and ±100 for the full control effect; nearly all actives have a fitted effect of over 60% in size; many of its hits are not listed in these tables
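20 nM HADH2 + cpd, 15 min RT; add 1 mM NAD+/90 uM beta-hydroxybutyryl-CoA; kinetic fluorescence 360/450 nm, 4 min. Tris-HCl pH 9.0, 0.01% Tween-20.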
Casp7 inh: allosteric or competitive inhibitors of human caspase-7; Potency, µM (top dose mostly 57.5 µM), for inactives: at the highest dose activity change, negative = inhibition, most hits filed as inhibitors; P55210; recombinant caspase-7, Ac-DEVD-AFC fluorescence rate; AID 889; 75,000 tested, 0.02% active; active = well fitted inhibition curve with a large enough effect in the main read-out, with a control signal flat, not every such curve was filed as active; inconclusive = small, poorly fitted or top-dose-only effect, or a change in a side signal; also: potency is read from the fitted curve at half-maximal effect; % of control where 0% means no effect
DNA Pol III inh: blocks replication by bacterial DNA polymerase III holoenzyme; Potency, µM (highest dose often 57.1 µM), for inactives: at the top dose activity change, negative = inhibition; 71,000 tested, 0.25% active; reconstituted DNA polymerase III holoenzyme replication, biochemical; also: potency is read from the fitted curve at half-maximal effect; % is scaled to controls: 0 for no effect and ±100 for the full control effect
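Reconstituted *E. coli* holoenzyme (0.35 nM Pol III, 1 nM beta, 154 nM SSB, 2 nM primase) was preincubated with compound for 15 min at RT. Synthesis on 1.4 nM ssM13Gori ran 35 min, then was stopped with PicoGreen/EDTA and read as dsDNA fluorescence.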
An asterisk follows results filed as active; i = inactive; ? = inconclusive; · = no result given; & = joins results of further samples; [ ] = another dose, or the depositor's remark. Unless noted, calls follow the shape of the dose curve; as a rule, active = well fitted curve in the direction sought with a large enough effect; inconclusive = small, poorly fitted or top-dose-only effect, or another doubt; inactive = no such curve, though single readings can be large; an effect the other way counts as inactive or inconclusive. These rows are one share of the data (hit frequency here may not be typical).

SMILES | USP2a inh | Rhodamine autofl | Caspase-1 inhib | BRCT inh red | HEK293 cAMP ctrl | 15-hLO inh | BRCT PPI green | Tau filament bind | HADH2 inh | Casp7 inh | DNA Pol III inh
CCOc1ccc(NC(=O)N(CCN(C)C)C(C)c2ccncc2)cc1 (stereo not drawn) | · | · | 1% | 0.9% | -3% | 3% | 0.0% | -20% | 6% | 0% | -5%
COc1ccc(S(=O)(=O)N(CCc2ccccc2)CC(=O)NCCCO)cc1 | -8% | i | -3% | -4.2% | 22% | -4% | 0.6% | -4% | 1% | 4% | -6%
Cn1nnc(-c2ccc(OCc3ccccc3F)cc2)n1 | 2% | i | -3% | 0.4% | 1% | 2% | 1.6% | 35% | -4% | -1% | 2%
Cc1ccc(C)c(Cn2c(CO)nc3ccccc32)c1 | -3% | i | -1% | -0.5% | 25µM* | 11% | -2.3% | -2% | 13% | 0% | -6%
Cc1ccc(C)n1NC(=O)c1ccc(Cl)cc1Cl | 46%[activator] | i | -3% | -1.1% | 2% | ? | -3.0% | -1% | 5% | -2% | 3%
O=C(O)C(F)(F)S(=O)(=O)O | -3% | i | -2% | -1.8% | 9% | -5% | -2.4% | 1% | -1% | 1% | -4%
Cc1[nH]c2c(Cl)cccc2c(=O)c1CN1CCCC1 | -3% | i | -3% | 0.2% | 2% | -13% | -0.6% | 7% | 0% | -8% | -4%
CCC(C)(C(=O)Nc1ccc2c(c1)OCCO2)N(C(C)=O)c1ccc(C(N)=O)cc1 (stereo not drawn) | 0% | i | 2% | 1.0% | 1% | 6% | -1.5% | -21% | -2% | 1% | -4%
COc1cc(S(=O)(=O)N2CCOCC2)ccc1F | 6% | i | 0% | -0.8% | 6% | 7% | -1.1% | 12% | -2% | 1% | -2%
CCOc1ccccc1-n1c(SCC(=O)Nc2nccs2)nnc1-c1ccoc1C | 15% | i | -3% | 0.5% | 13µM* | -5% | -0.5% | 12% | -2% | -3% | -2%
Cc1cccc(-c2nnn(CC/C(N)=N/O)n2)c1 | · | i | 0% | -0.5% | 2% | 11% | -0.9% | 1% | -11% | 2% | -3%
COc1ccc(Nc2ncc3nc(-c4cccs4)c(=O)n(Cc4cccc(OC)c4)c3n2)cc1 | 179%[activator] | i | -5% | 0.7% | 11% | -7% | 2.2% | 5% | -10% | -11% | -6%
CCOC(=O)C1CCCN(CCC(=O)Nc2c(C(=O)OC)[nH]c3cc(OC)ccc23)C1 (stereo not drawn) | 20% | i | -1% | -0.7% | 1% | 3% | -1.0% | 6% | 2% | -1% | -4%
CCOC(=O)c1cc2cc(F)ccc2nc1C | 12% | i | 1% | -1.2% | 8% | -4% | -1.1% | 10% | 9% | 1% | 1%
Cn1c(=O)n(CC(=O)Nc2ccc(F)cc2)c2ccccc21 | -3% | i | 1% | -0.5% | 2% | 1% | 0.3% | -3% | 0% | 0% | -2%
Cc1ccccc1S(=O)(=O)Cc1ccc(C(=O)N2CCN(C3CCCCC3)CC2)o1 | · | · | -2% | 0.1% | 7% | 5% | -0.8% | -2% | -5% | 1% | -5%
CCCC(=O)Nc1nc2ccc3nc(C)sc3c2s1 | 17% | i | 1% | -1.6% | 11% | -5% | 1.4% | 29% | -2% | -3% | -8%
OC(CNCCc1ccc(Cl)cc1)COCc1ccco1 (stereo not drawn) | 12% | i | -2% | -0.1% | 13% | -2% | 0.5% | -13% | -11% | 1% | -1%
COc1ccccc1Cn1c(=S)[nH]c2cc(C(=O)N3CCN(C)CC3)ccc2c1=O | 23% | i | 0% | -0.1% | -2% | 0% | 0.1% | -7% | 7% | -3% | -4%
Cc1cc(C)c(O)c(Cc2cccc(Cc3cc(C)cc(C)c3O)c2O)c1 | · | i | 0%[11.5 µM] | 0.5%[15.4 µM] | -3%[11.4 µM] | 13%[11.4 µM] | -0.8%[15.4 µM] | 9%[11.4 µM] | 10%[11.4 µM] | -2%[11.5 µM] | 0%[11.4 µM]
CCCNC(=O)c1cc(-c2ccc(Br)cc2)on1 | -9% | i | -1% | 0.0% | 2% | -1% | -0.7% | -12% | 1% | 0% | -3%
CCOC(=O)C1=C(c2ccccc2)N(C)C(=O)NC1c1ccc(O)c(OC)c1 (stereo not drawn) | 9% | i | 1% | -0.1% | 12% | -1% | -1.1% | 17% | -5% | 3% | 0%
COc1ccccc1N1CCN(CCN2C(=O)CC3(CCCC3)CC2=O)CC1 | 2% | i | -1%&0% | -0.3%&1.1% | 3%&13% | 1%[25.6 µM] | 1.3%&-2.1% | ? | 9%&-9% | 0%&-1% | -2%&1%
NS(=O)(=O)c1cc(C(=O)O)cc(N2CCCC2)c1Oc1ccccc1 | ? | i | -2%[25.7 µM] | 0.0%[34.4 µM] | 8%[25.6 µM] | 10%[25.6 µM] | 1.2%[34.4 µM] | -7%[25.6 µM] | 14%[25.6 µM] | -1%[25.7 µM] | -4%[25.6 µM]
COc1ccc(CSc2nncn2N)cc1Br | 2%[7.66 µM] | · | 2% | 0.7% | -1%[11.4 µM] | 1%[11.4 µM] | -1.9% | -4%[11.4 µM] | 3%[11.4 µM] | 3% | 2%[11.4 µM]
Cc1cc(NC(=O)c2cc3n(n2)C(C(F)(F)F)CC(c2ccco2)N3)no1 (stereo not drawn) | · | · | 1% | 1.7% | 8% | -1% | -0.5% | 6% | 2% | -1% | 0%
COc1ccc(OC2C=CC(c3ccccc3)OC2CO)cc1 (stereo not drawn) | · | · | -5%[11.5 µM] | -1.3%[15.4 µM] | -2%[11.4 µM] | 3%[11.4 µM] | 1.3%[15.4 µM] | · | -2%[11.4 µM] | -1%[11.5 µM] | ·
CN(CCc1ccccn1)c1ccc2c(c1)Cc1ccccc1-2 | · | i | 0%[11.5 µM] | -0.9%[15.4 µM] | -1%[11.4 µM] | 9%[11.4 µM] | -1.6%[15.4 µM] | ? | 5%[11.4 µM] | -3%[11.5 µM] | -5%[11.4 µM]
O=C(c1nn2cccnc2c1Cl)N1CCN(c2ccccc2)CC1 | 2% | i | 0% | -0.3% | -1% | 5% | -1.3% | -6% | -2% | -2% | -4%
COc1ccc(Br)cc1CNC(=O)C1CCC(=O)N1C(C)C (stereo not drawn) | · | · | 1% | -0.6% | ? | -3% | -3.8% | -1% | 6% | 1% | -3%
Cc1[nH]nc(N=CC2=C(O)CC(c3ccco3)CC2=O)c1-c1ccccc1 (stereo not drawn) | 36%[activator] | i | ? | 0.5% | 9% | -18% | 0.7% | 0% | -1% | -23% | 2%
CCOc1ccc(NC(=O)CSc2nnc(C)n2CCCOC)cc1 | 15% | i | 0% | -0.4% | 2% | -6% | -2.0% | -6% | 9% | -2% | -7%
CS(=O)(=O)N1CCC(C(=O)c2cccc(Cl)c2)CC1 | 0% | i | -1% | -0.9% | 15% | -6% | -0.5% | -4% | 7% | 0% | -7%
O=C(c1cnccn1)N1CCC2(CCCN(Cc3ccccc3)C2)CC1 | 20% | i | 0% | -2.9% | 18% | -3% | -3.0% | 2% | -3% | 0% | 3%
COCCN(CC(=O)Nc1ccccc1)S(=O)(=O)c1ccc(S(=O)(=O)N2CCCC2)cc1 | 2% | i | 2% | -0.3% | 6% | -1% | 1.3% | -4% | -2% | 0% | -6%
CC(C)(C)n1nnnc1C(c1cccc(C#N)c1)N1CCN2CCCC2C1 (stereo not drawn) | 4% | i | 0% | -0.1% | 16% | 5% | 1.1% | -8% | 4% | -2% | -6%
Cc1cc(C(F)F)n2nc(C(=O)Nc3ccc(S(=O)(=O)N4CCCC4)cc3)nc2n1 | 7% | i | -1% | 0.1% | -5% | 0% | -3.5% | -2% | ? | 1% | -6%
COCC(=O)O | · | · | -1% | 1.4% | ? | -3% | -0.7% | 37% | 0% | -1% | -4%
COc1cccc(C(=O)N2CCN(Cc3ccco3)CC2)c1OC | 0% | i | 0% | 0.2% | 7% | -2% | -0.8% | 1% | -7% | 1% | -5%
COCC(=O)N(Cc1cc2ccccc2[nH]c1=O)c1ccccc1OC | 9% | i | -1% | 1.1% | 7% | -1% | -0.7% | -17% | -1% | -6% | -4%
Cn1c(=O)c2ncn(CC(=O)NCCOc3ccc(C(C)(C)C)cc3)c2n(C)c1=O | 9% | i | -4% | 0.5% | 1% | -8% | 0.2% | -5% | 2% | 0% | -3%
O=C(Cn1nc(-c2ccc(Cl)cc2)ccc1=O)NCCCN1CCN(Cc2ccccc2)CC1 | 35%[activator] | i | 0% | -0.6% | ? | -10% | -1.1% | -11% | -7% | -1% | -3%
COc1ccccc1NS(=O)(=O)c1ccc(O)c(C(N)=O)c1 | -6% | i | -3% | -1.1% | 6% | 5% | -0.5% | 6% | -10% | -2% | 3%
